WRN helicase inh = inhibitors of human WRN helicase; Q14191; WRN helicase unwinding, fluorescent forked duplex, kinetic; Potency, µM (highest dose often 114 µM), without a hit: at the highest dose activity change, negative = inhibition, most hits filed as inhibitors; 0.46% of 360,000 active; note: potency is the fitted concentration of half-maximal effect; % is set by controls: 0 for no effect and ±100 for the full control effect; nearly all actives have a fitted effect of over 55% in size
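Kinetic fluorescence helicase assay: unwinding of a quenched forked DNA duplex (100 nM final) with 2 mM ATP final raises red fluorescence (525/598 nm). Compounds sat 15 min at room temperature with 20 nM WRN beforehand.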
PLK1 PBD inh = PLK1 (human) polo-box domain binding inhibition | AID 720504 | 2.8% of 360,000 active | Potency, µM, inactives show max response, negative = inhibition, usual class: inhibitors | Plk1 PBD binding of FITC phosphopeptide, fluorescence polarization; note: potency is the fitted concentration of half-maximal effect; series mostly up to about 57 µM; % is set by controls: 0 for no effect and ±100 for the full control effect; nearly all actives have a fitted effect of over 65% in size
Target sequence (P53350 whole entry, looked up, the tested form may be a part): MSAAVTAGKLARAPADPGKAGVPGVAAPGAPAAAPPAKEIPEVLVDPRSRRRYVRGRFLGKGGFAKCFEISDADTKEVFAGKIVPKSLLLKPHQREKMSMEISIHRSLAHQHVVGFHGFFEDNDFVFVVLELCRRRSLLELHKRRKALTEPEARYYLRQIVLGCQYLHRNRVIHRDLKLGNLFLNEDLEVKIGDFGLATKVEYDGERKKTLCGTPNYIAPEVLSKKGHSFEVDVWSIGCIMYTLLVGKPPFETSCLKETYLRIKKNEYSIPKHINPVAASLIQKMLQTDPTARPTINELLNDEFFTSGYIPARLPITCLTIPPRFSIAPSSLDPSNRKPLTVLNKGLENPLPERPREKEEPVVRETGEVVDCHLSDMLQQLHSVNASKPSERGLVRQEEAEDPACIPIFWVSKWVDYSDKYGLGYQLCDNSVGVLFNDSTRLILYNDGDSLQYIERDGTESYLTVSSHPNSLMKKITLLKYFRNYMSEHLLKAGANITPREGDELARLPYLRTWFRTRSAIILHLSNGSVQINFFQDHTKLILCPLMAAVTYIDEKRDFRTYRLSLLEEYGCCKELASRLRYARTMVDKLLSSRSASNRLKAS
PI5P4Ka inh = inhibitors of human PI5P4K alpha | AID 652105 | P48426 | PI5P4Kalpha enzyme, ADP-Glo luminescence, 60 min; stronger effect = lower value | max response, % | 1.2% of 330,000 active; active = max response of -50% or lower; inconclusive = between -30% and -50%; inactive = -30% or higher; note: value at the top dose of about 77 µM; % is set by controls: 0 for no effect and ±100 for the full control effect
Target sequence (P48426 whole entry, looked up): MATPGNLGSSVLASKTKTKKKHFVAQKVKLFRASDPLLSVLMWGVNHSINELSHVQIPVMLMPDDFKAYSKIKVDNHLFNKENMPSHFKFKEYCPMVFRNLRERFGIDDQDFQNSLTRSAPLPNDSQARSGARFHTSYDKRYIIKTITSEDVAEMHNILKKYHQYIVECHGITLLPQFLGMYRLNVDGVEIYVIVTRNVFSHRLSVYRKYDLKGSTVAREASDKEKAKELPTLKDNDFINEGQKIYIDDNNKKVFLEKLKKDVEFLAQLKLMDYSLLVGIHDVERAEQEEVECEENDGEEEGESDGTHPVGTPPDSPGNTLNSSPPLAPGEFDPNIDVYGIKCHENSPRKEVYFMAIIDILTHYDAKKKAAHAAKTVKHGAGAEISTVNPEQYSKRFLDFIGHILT
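Single end-point luminescence (ADP-Glo) quantified ADP from PI5P4Kalpha turnover; ATP 5 microM final, 1 h at RT, 0.1% CHAPS and 0.28 mM EGTA in HEPES pH 7.4.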
EPAC1 agonist = EPAC1 (human) agonism | AID 720707 | O95398 | Potency, µM (series often up to 154 µM), inactives show top-dose activation, actives largely listed as activators | EPAC1 agonist qHTS, biochemical assay; response scale: 100% = response to 6.5 mM cAMP | 0.073% of 360,000 active; note: potency is the fitted concentration of half-maximal effect; nearly all actives have a fitted effect of over 60% in size
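EPAC1 100 nM, Rap1B–BODIPY-GDP 250 nM, unlabeled GDP 50 uM; compound titration; 5 min RT; kinetic read ex480/em540 at 5-min intervals ×30 min; data normalized to 6.5 mM cAMP agonist control.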
EPAC2 agonist = agonists of human EPAC2 (RAPGEF4) | EPAC2 activation, biochemical qHTS; response scale: 100% = 6.5 mM cAMP response | Potency, µM (doses to about 154 µM), for inactives: at the highest dose activation, actives largely listed as activators | 0.079% of 360,000 active | AID 720711; note: potency is the fitted concentration of half-maximal effect; nearly all actives have a fitted effect of over 50% in size
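Exchange assay: 100 nM EPAC2 with 250 nM Rap1B-BODIPY-GDP and 50 uM GDP. Fluorescence (ex 480/em 540 nm) read every 5 min for 30 min at room temperature. Data normalized to 6.5 mM cAMP as agonist control.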
EPAC1 antagonist = antagonists of human EPAC1 | O95398 | EPAC1 GEF assay, Rap1b-BODIPY-GDP exchange fluorescence | Potency, µM (doses to about 115 µM), inactives show at the top dose activity change, negative = inhibition, actives largely listed as inhibitors | 0.14% of 360,000 active;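 note: potency is the fitted concentration of half-maximal effect; plate controls were vehicle for no effect and positive control for full effect; nearly all actives have a fitted effect of over 50% in size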
IL-2 act = IL-2 activation; activation, % (series mostly up to about 46 µM); 0.065% of 360,000 active; AID 652025; IL-2 activation reporter assay, cell-based qHTS; stimulated with anti-CD3/CD4/CD28 beads; in transgenic mouse T cells; in the data active = activation above about 50%; inconclusive = mostly about 30% to 49%; note: 0% is about no effect
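Quantitative HTS in unstimulated transgenic mouse T cells, with memory T cells as non-tolerant control and PMA/ionomycin as tolerance-bypass control. Compound pretreatment lasted 60 minutes before 18 h bead stimulation; EGFP/DsRed fluorescence read.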
CCT chaperon mod = modulators of cytosolic chaperonin (CCT/TRiC) activity; purified chaperonin ATPase assay, HTRF ADP detection, 30 min; activity change, % (test concentration not listed), hits read low; 0.3% of 360,000 active; AID 651819; in the data active = activity change below about -30%; note: % is set by controls: 0 for no effect and ±100 for the full control effect
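Enzyme 40 or 20 nM (batch-dependent) in Tris pH 7.4/KCl/MgCl2/DTT; cpd 76 uM single point; ATP 10 uM; 30 min 37 °C; Transcreener ADP HTRF detection, 30 min RT; ratio 665/615.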
* hit, by the source's call; ? = inconclusive; / = not tested or not shown; [ ] = dose if it differs, or a comment. Unless noted, calls come from the whole dose curve; as a rule, active = well fitted curve in the direction sought with a large enough effect; inconclusive = small, poorly fitted or top-dose-only effect, or another doubt; inactive = no such curve, though single readings can be large; an effect the other way counts as inactive or inconclusive.

SMILES	WRN helicase inh	PLK1 PBD inh	PI5P4Ka inh	EPAC1 agonist	EPAC2 agonist	EPAC1 antagonist	IL-2 act	CCT chaperon mod
CC1CCC2C(=O)N(c3cccc(OS(=O)(=O)c4ccccc4)c3)C(=O)C2C1 (configuration not stated)	-3%	-7%	-5	11%	21%	-13%	1.0	-0.9
CC(=O)c1ccc(NC(=O)COC(=O)CCc2ccc(S(=O)(=O)N3CCOCC3)cc2)cc1	-5%	5%	-1	0%	5%	-9%	-1.8	-2.2
C=C(C)Cn1c(SCC(=O)O)nnc1-c1ccc(OC)cc1	-10%	-6%	/	-2%	5%	4%	-1.1	2.1
COCc1ccc(C(=O)N(C)CC2CCCN(CCc3ccc(OC)cc3)C2)o1 (configuration not stated)	-2%	-10%	1	0%	3%	-3%	-1.3	-3.3
CCOC(=O)c1cccc(NC(=O)c2ccc(N(C)C)cc2)c1	-16%	-21%	1	5%	12%	-2%	0.4	0.6
CCOC(=O)CN1C(=O)C(O)(CC(=O)c2ccc3c(c2)CCCC3)c2ccccc21 (configuration not stated)	-6%	-13%	-6	-11%	5%	-18%	-1.0	0.0
COc1ccccc1N1CCN(C(=O)C2CCCO2)CC1 (configuration not stated)	-18%	-4%	/	-5%	6%	-2%	0.9	1.9
Cn1c(NNC(=O)c2ccccc2F)cc(=O)n(C)c1=O	-3%	0%	1	-2%	0%	6%	0.5	-1.1
Cc1ccc2c(c1)C1(OCCCO1)C(=O)N2CC(=O)NN	4%	-15%	-1	5%	12%	9%	-0.2	0.3
CCN(CC)S(=O)(=O)c1ccc(N2CCCC2)c(NS(=O)(=O)c2ccccc2)c1	-2%	-12%	9	8%	9%	4%	-2.6	2.8
CCc1nc2c(OCc3cc(Cl)cc(Cl)c3)cccn2c1N(C)C(=O)c1ccccc1F	-10%	-2%	-4	-8%	10%	-1%	-0.5	-0.9
CCC(C)[C@H](NC(=O)NCc1ccc(F)cc1)C(=O)O (some centres not stated)	-2%	4%	-4	-4%	-3%	2%	0.7	1.4
O=C1CCOc2cc(OCc3ccccc3)ccc21	0%	-1%	/	-2%	2%	5%	-2.3	0.3
CS(=O)(=O)N(CC(=O)NCCSc1ccccc1)c1ccc2c(c1)OCO2	-5%	-5%	/	10%	0%	9%	2.2	-0.1
O=C(CN1C(=O)NC2(CCCC2)C1=O)Nc1ccc(F)c([N+](=O)[O-])c1	-31%	-10%	6	8%	18%	-10%	-1.3	-0.9
CC(C)[C@H](NC(=O)N1c2ccccc2NC(=O)[C@@H]1C(C)C)C(=O)N1CCC(C(=O)O)CC1	5%	-4%	0	0%	7%	2%	1.3	-13
Nc1nc(Nc2ccccc2F)nc(NCCO)c1[N+](=O)[O-]	-3%	-7%	-22	8%	4%	-4%	-0.1	-0.7
c1ccc(NC2=NCCN2CC2CCCCC2)cc1	3%	0%	4	9%	4%	?	0.8	-0.3
CCN(CC)c1ccc(NC(=O)c2cnn(CC)c2)cc1	-8%	7%	-1	12%	1%	-23%	2.2	-1.2
COc1cccc(-c2cnc3c(NC=O)cc(-c4cccc(NC(C)=O)c4)cn23)c1	-8%[57.1 µM]	-13%	-77*	-9%	5%	-28%	-0.9	-0.3
COc1ccc(CCC(=O)OCC(=O)NC(=O)c2ccc(Cl)cc2)cc1	5%	7%	-9	-7%	-3%	1%	-2.2	-0.5
CC(=O)Oc1ccc(/C=C2\C=C(c3ccc(C)cc3)OC2=O)cc1	15%	-18%	3	8%	2%	-2%	1.3	0.6
C/C(=N\O)C(=O)NCc1ccncc1	17%	-15%	1	-3%	8%	-1%	-0.9	-0.2
Cc1nnc(SCC(=O)NC2CCCCC2)n1C1CCCCC1	7%	-6%	6	-10%	-7%	-13%	0.6	-2.9
Cc1cccc(NC(=O)CN(c2ccc(F)cc2)S(C)(=O)=O)c1	-7%	-16%	-3	-6%	8%	?	1.3	1.1
CCOC(=O)COc1nc(C)c(Br)c(OC)n1	-1%[57.1 µM]	-4%	/	7%	8%	1%	-3.0	-2.2
Cc1ccc(Oc2ncccc2C(=O)NC2CCSC2=O)cc1 (configuration not stated)	-7%	-21%	-3	6%	12%	6%	0.5	-0.8
CC(=O)Nc1nc(N)n(-c2ccccc2)n1	5%	0%	/	8%	6%	9%	2.4	-2.5
Oc1ccc(C[C@H]2CNC(=S)N2CC2CCCN2C[C@H](Cc2ccccc2)N2C[C@H](Cc3ccc(O)cc3)N(CCc3ccccc3)C2=S)cc1 (some centres not stated)	3%	1%	-1	3%	17%	?	-0.9	0.4
COc1ccccc1C(=O)NC(=O)CSc1nnc(N)s1	-14%[11.6 µM]	-25%	-60*	3%	7%	5%	0.2	0.8
CN(C)C(=O)N1CCC(C(=O)N2CCCC(C(=O)c3cccc4ccccc34)C2)CC1 (configuration not stated)	-5%	4%	-7	-1%	5%	12%	-0.7	0.3
Cc1cccc(COc2ccc(S(=O)(=O)N3CCOCC3)cc2[N+](=O)[O-])c1	4%	-9%	9	10%	-4%	5%	-3.3	-1.8
CCN(Cc1ccccc1)C(c1ccc(C)cc1)c1nnnn1C(C)(C)C (configuration not stated)	-3%	-3%	-1	9%	11%	-6%	-0.7	-3.3
CC(C)(C)c1ccc(SCCc2ccccn2)cc1	-33%	-11%	-2	3%	4%	-13%	-0.8	-3.1
Cc1cc(C(=O)CN2C(=O)NC3(CCC(C)CC3)C2=O)c(C)n1C (configuration not stated)	-1%	9%	-2	-4%	-10%	4%	-0.4	-1.8
O=S(=O)(NCC1CCN(c2ccc(S(=O)(=O)N3CCOCC3)cc2)CC1)c1ccc(F)cc1	-3%	3%	-7	-11%	-1%	0%	-0.7	-2.8
CC(=O)c1ccc(NC(=O)CCc2ccc(C)o2)cc1	-9%	-9%	0	-4%	-3%	-21%	-1.5	-0.1
CC(=O)Nc1ccc(NC(=O)C(C)OC(=O)c2cccc(S(=O)(=O)N3CCCC3)c2)cc1 (configuration not stated)	17%	-4%	-5	-6%	3%	3%	-4.2	-0.6
Cc1ccc(N(C)C(=O)CN(C)S(=O)(=O)c2ccc3c(c2)n(C)c(=O)c(=O)n3C)cc1	1%	-9%	-1	16%	2%	-26%	-0.3	2.2
Cc1ccc(OCC(=O)NNC(=O)C2CC(=O)N(c3ccc4c(c3)OCCO4)C2)cc1 (configuration not stated)	-31%	-5%	-3	6%	7%	-4%	0.1	-3.9

Reprinted from the entries so far (2 entries):
SMILES	WRN helicase inh	PLK1 PBD inh	PI5P4Ka inh	EPAC1 agonist	EPAC2 agonist	EPAC1 antagonist	IL-2 act	CCT chaperon mod
Cc1nnc(SCC(=O)NC2CCCCC2)n1C1CCCCC1	7%	-6%	6	-10%	-7%	-13%	0.6	-2.9
Cc1cccc(NC(=O)CN(c2ccc(F)cc2)S(C)(=O)=O)c1	-7%	-16%	-3	-6%	8%	?	1.3	1.1

Structures listed so far printed as active in PI5P4Ka inh.
SMILES | WRN helicase inh | PLK1 PBD inh | PI5P4Ka inh | EPAC1 antagonist | CCT chaperon mod
COc1cccc(-c2cnc3c(NC=O)cc(-c4cccc(NC(C)=O)c4)cn23)c1 | -8%[57.1 µM] | -13% | -77* | -28% | -0.3
COc1ccccc1C(=O)NC(=O)CSc1nnc(N)s1 | -14%[11.6 µM] | -25% | -60* | 5% | 0.8

The list continues:
SMILES	WRN helicase inh	PLK1 PBD inh	PI5P4Ka inh	EPAC1 agonist	EPAC2 agonist	EPAC1 antagonist	IL-2 act	CCT chaperon mod
Cc1ccc(NC(=O)c2ccc(S(=O)(=O)NCC3CCCO3)cc2)cc1 (configuration not stated)	0%	-6%	/	-12%	5%	14%	-2.9	-1.0
CCOc1cc(CNCc2ccncc2)cc(Br)c1OCc1ccccc1F	5%	0%	-1	-1%	20%	7%	3.2	0.3
O=C(N/N=C/c1ccc(F)cc1)c1cc(-c2ccc3c(c2)OCO3)n[nH]1	-35%	-3%	0	-7%	1%	-30%	-5.3	0.8
CC1C(=O)N(Cc2cn(Cc3ccco3)nn2)CCS(=O)(=O)N1Cc1ccc(-c2ccc(F)cc2Cl)cc1 (configuration not stated)	-10%	-14%	?	-2%	11%	-12%	-0.6	-2.5
O=C(NCCc1nc2ccccc2[nH]1)/C(=C/c1ccco1)NC(=O)c1ccc(Br)cc1	-30%	2%	12	-4%	2%	9%	0.1	-1.7
CCNC(=O)C1CCCN1S(=O)(=O)c1ccc(C)cc1 (configuration not stated)	3%	-2%	/	-5%	-13%	1%	-3.1	1.7
Cc1ccc(Cl)cc1N1CCN(C(=O)c2cccc3c(=O)c(C)c(-c4ccccc4)oc23)CC1	-7%	-5%	1	6%	-15%	-3%	-2.6	-1.7
COc1cc2c(cc1OC)C(=Cc1ccc(N(C)C)cc1)C=C2	-7%	-5%	21	4%	-3%	5%	0.0	-0.1
COc1ccc(NC(=O)CCN2CCN(S(=O)(=O)c3ccc(OC)cc3)CC2)cc1	0%	?	-1	1%	10%	2%	1.8	-2.1
Cc1ccc2nc(-c3ccccc3)c(CN3CCN(c4ccccc4F)CC3)n2c1	8%	-4%	-3	-14%	4%	-7%	-5.6	0.0
O=C(Nc1nnc([C@H]2C[C@H](O)[C@@H](CO)O2)s1)c1cccc(Oc2ccccc2)c1	7%[57.1 µM]	-17%	?	-15%	4%	0%	-0.7	-3.2
O=C(NCCc1ccccc1)c1ccc2c(c1)OCCO2	-6%	-8%	-10	4%	15%	-3%	0.0	-3.1
O=C(Nc1nnc(/N=C/c2ccco2)s1)c1ccc(F)cc1	-9%	-2%	-25	0%	-1%	8%	-1.8	2.4
CCCCN(CC)c1nc(N)c(C#N)c(CC#N)c1C#N	-11%	7%	-71*	0%	1%	-2%	2.8	-0.6
CSc1ccccc1C(=O)NC1CCCCCC1	14%	-7%	/	5%	-2%	17%	-3.8	-2.4
O=S1(=O)N[C@@H](Cc2ccccc2)COc2cc(N3CCN(Cc4ccccc4F)CC3)ccc21	-6%	-12%	0	0%	1%	?	0.1	1.3
COc1cccc(-n2c(SCC(=O)Nc3sc4c(c3C(N)=O)CCC4)nc3ccccc3c2=O)c1	-20%	-7%	/	5%	12%	-10%	-0.6	-2.5
Cc1ccnc2nc(C(=O)OCC(=O)c3c[nH]c4ccccc34)nn12	-2%	?	-12	7%	16%	-2%	-1.3	-6.6
O=c1[nH]c(=S)[nH]c2c1[C@H](CCc1cccc(Cl)c1)O[C@H](C1CCCC1)C2	0%	-4%	-21	-3%	5%	-15%	3.9	-0.5
COc1ccccc1CNC(=O)COC(=O)c1ccc(-n2cnnn2)cc1	-4%	-1%	0	-4%	-1%	10%	-0.7	2.4
C/C(=N\NC(=O)C1CC1)c1cccnc1	-8%	2%	4	3%	8%	-14%	-2.6	-3.3

Screening results from PubChem.

The list is partial, so the mix of outcomes need not match the whole.
